# Bioassay records: PubChem, National Center for Advancing Translational Sciences (NCATS)
# PLK1 PBD block – qHTS for Inhibitors of PLK1-PDB (polo-like kinase 1 - polo-box domain): Primary Screen; Serine/threonine-protein kinase PLK1 (Homo sapiens), P53350; Plk1 PBD binding of FITC phosphopeptide, fluorescence polarization; Potency, µM, for the others: max response, negative = inhibition, most hits filed as inhibitors; 360,000 compounds, 2.8% hits; AID 720504, 2013; also: potency is read from the fitted curve at half-maximal effect; series mostly up to about 57 µM; % is scaled to controls: 0 for no effect and ±100 for the full control effect; nearly all actives have a fitted effect of over 65% in size
# PI5P4Ka inh – qHTS for Inhibitors of phosphatidylinositol 5-phosphate 4-kinase (PI5P4K). Phosphatidylinositol 5-phosphate 4-kinase type-2 alpha (Homo sapiens), P48426. PI5P4Kalpha enzyme, ADP-Glo luminescence, 60 min; hits give low values. max response, %. 330,000 compounds, 1.2% hits; active = max response of -50% or lower; inconclusive = between -30% and -50%; inactive = -30% or higher; also: value at the top dose of about 77 µM; % is scaled to controls: 0 for no effect and ±100 for the full control effect
# Target sequence (P48426 whole entry, looked up): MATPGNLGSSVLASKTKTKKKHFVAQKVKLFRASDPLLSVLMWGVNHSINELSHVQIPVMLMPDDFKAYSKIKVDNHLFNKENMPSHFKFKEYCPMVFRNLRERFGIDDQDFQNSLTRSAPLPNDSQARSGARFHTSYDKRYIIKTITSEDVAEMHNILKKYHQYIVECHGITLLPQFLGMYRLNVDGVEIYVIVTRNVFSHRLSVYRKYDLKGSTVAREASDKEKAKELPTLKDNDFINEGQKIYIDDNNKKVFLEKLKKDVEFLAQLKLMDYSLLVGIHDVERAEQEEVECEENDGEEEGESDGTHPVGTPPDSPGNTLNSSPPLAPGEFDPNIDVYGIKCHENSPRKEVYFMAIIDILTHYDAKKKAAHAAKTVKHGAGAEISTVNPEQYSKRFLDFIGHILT
#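 Enzyme plus substrate dispensed, test compounds pinned in, then ATP (5 microM final) added. After 60 min at RT, ADP-Glo reagent 1 for 45 min and reagent 2 for 30 min preceded luminescence imaging.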
# GLP-1R inv ag – qHTS of GLP-1 Receptor Inverse Agonists (Inhibition Mode); 410,000 compounds, 1.6% hits; Glucagon-like peptide 1 receptor (Homo sapiens), P43220; Potency, µM (series often up to 38.3 µM), inactives show at the top dose activity change, negative = inhibition, actives largely listed as inhibitors; HEK293 GLP-1R CRE-luciferase, luminescence, 24 h; GLP-1R form is constitutively active; AID 624417, 2012; also: potency is read from the fitted curve at half-maximal effect; % is scaled to controls: 0 for no effect and ±100 for the full control effect; nearly all actives have a fitted effect of over 55% in size
#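 Using stably transfected HEK293 (constitutively active GLP-1R, cAMP-luciferase reporter), compounds were incubated 24 hr and luciferase measured by luminescence.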
# PTHR1 agonist – qHTS for PTHR1 Agonists: Primary Screen | HEK293 GP2 PTHR1 cells, GloSensor cAMP luminescence, 1 h | Potency, µM (titrated, usually from 115 µM), for the others: at the top dose activation, usual class: activators | 410,000 compounds, 0.075% hits | AID 743266, 2014; also: potency is read from the fitted curve at half-maximal effect; nearly all actives have a fitted effect of over 55% in size; some results filed as inactive show a strong effect at the top dose; inactives centre near -15; many of its hits are not listed in these tables
# Target sequence (Q03431 whole entry, looked up): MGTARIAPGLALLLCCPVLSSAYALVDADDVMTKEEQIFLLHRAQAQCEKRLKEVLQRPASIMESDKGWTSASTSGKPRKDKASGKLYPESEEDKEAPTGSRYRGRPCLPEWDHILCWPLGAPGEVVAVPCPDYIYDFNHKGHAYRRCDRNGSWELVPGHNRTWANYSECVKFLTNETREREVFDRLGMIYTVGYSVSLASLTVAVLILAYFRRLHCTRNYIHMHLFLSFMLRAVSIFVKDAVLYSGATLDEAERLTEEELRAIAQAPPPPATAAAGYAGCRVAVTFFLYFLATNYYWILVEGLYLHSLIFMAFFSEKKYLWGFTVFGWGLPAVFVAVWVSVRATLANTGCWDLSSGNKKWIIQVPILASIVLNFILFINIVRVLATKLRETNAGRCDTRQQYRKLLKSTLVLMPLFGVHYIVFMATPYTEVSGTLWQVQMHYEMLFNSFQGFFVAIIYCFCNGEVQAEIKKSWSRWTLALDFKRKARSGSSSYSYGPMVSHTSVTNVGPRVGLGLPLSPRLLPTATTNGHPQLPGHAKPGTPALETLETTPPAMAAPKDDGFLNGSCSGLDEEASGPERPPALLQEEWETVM
#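 HEK-293-derived GP2 cells expressing PTHR1 and a GloSensor cAMP reporter, 3,000/well, plated overnight, given luciferin plus IBMX (each 0.5 mM as added) for 1 h at 37 °C, then compound for 1 h at 37 °C. Luminescence was read after 15 min at room temperature.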
# GLP1R cytotox – qHTS of GLP-1 Receptor Inverse Agonists: Cytotox Screen; AID 624418, 2012; Potency, µM (highest dose often 38.3 µM), inactives show at the highest dose activity change, negative = inhibition, hits mostly inhibitors; 410,000 compounds, 0.13% hits; HEK293 cAMP-luciferase reporter cells, luminescence, 24 h;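 also: loss of luciferase light is scored as toxicity; potency is read from the fitted curve at half-maximal effect; % is scaled to controls: 0 for no effect and ±100 for the full control effect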
#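 To flag toxic compounds, the library was rerun on cells for 24 hr at 37 deg C and 5% CO2. Viability-linked luminescence was captured 12 min after adding luciferase detection reagent.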
# EPAC1 antag – qHTS for Antagonist of cAMP-regulated guanine nucleotide exchange factor 3 (EPAC1): primary screen | Rap guanine nucleotide exchange factor 3 (Homo sapiens), O95398 | EPAC1 GEF assay, Rap1b-BODIPY-GDP exchange fluorescence | Potency, µM (top dose mostly 115 µM), for inactives: at the highest dose activity change, negative = inhibition, usual class: inhibitors | 360,000 compounds, 0.14% hits | AID 720709, 2013;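 also: potency is read from the fitted curve at half-maximal effect; plate controls were vehicle for no effect and positive control for full effect; nearly all actives have a fitted effect of over 50% in size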
# GLP-1R agonist – qHTS of GLP-1 Receptor Agonists; Potency, µM (series often up to 45.6 µM), for inactives: at the highest dose activation, most hits filed as activators; HEK293 GLP-1R CRE-luciferase, luminescence, 4-6 h; cells express a hypersensitive GLP-1R form; 380,000 compounds, 0.007% hits; Glucagon-like peptide 1 receptor (Homo sapiens), P43220; AID 624172, 2012; also: potency is read from the fitted curve at half-maximal effect; % of control where 0% means no effect
# EPAC1 ag – qHTS for Agonist of cAMP-regulated guanine nucleotide exchange factor 3 (EPAC1): primary screen | EPAC1 agonist qHTS, biochemical assay; response scale: 100% = response to 6.5 mM cAMP | Potency, µM (titrated, usually from 154 µM), inactives show top-dose activation, usual class: activators | 360,000 compounds, 0.073% hits; also: potency is read from the fitted curve at half-maximal effect; nearly all actives have a fitted effect of over 60% in size
#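 Multi-concentration qHTS readout: loss of Rap1B-bound BODIPY-GDP fluorescence driven by 100 nM EPAC1 with excess GDP (50 uM), monitored kinetically at room temperature; agonist response expressed relative to 6.5 mM cAMP.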
# IL-2 act – qHTS of IL-2 Activators | IL-2 activation reporter assay, cell-based qHTS; stimulated with anti-CD3/CD4/CD28 beads; in transgenic mouse T cells | activation, % (series mostly up to about 46 µM) | 360,000 compounds, 0.065% hits; in the data active = activation above about 50%; inconclusive = mostly about 30% to 49%; also: 0% is about no effect
#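 Readout is EGFP and DsRed signal by fluorescent plate cytometry after 18 h at 37 degrees C. Transgenic mouse T cells (750/well) received compound for 60 min before bead stimulation (anti-CD3, anti-CD4, anti-CD28); memory T cells served as non-tolerant control.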
# * hit, by the source's call; i = inactive; u = inconclusive; x = not tested or not shown; [ ] = dose if it differs, or a comment. Unless noted, calls follow the shape of the dose curve; as a rule, active = well fitted curve in the direction sought with a large enough effect; inconclusive = small, poorly fitted or top-dose-only effect, or another doubt; inactive = no such curve, though single readings can be large; an effect the other way counts as inactive or inconclusive.
# Sample of the layout (3 entries):
SMILES,PLK1 PBD block,PI5P4Ka inh,GLP-1R inv ag,PTHR1 agonist,GLP1R cytotox,EPAC1 antag,GLP-1R agonist,EPAC1 ag,IL-2 act
COC(=O)N/C(C)=C1/NC(=O)c2ccccc2C(c2ccccc2)N1 (stereo not given),-12%,-8,14%,i,46%[activator],-7%,10%,2%,0.0
CCOC(=O)C1(C)CCN1C(=O)c1ccccc1Br (stereo not given),-8%,-3,-2%,-28%,-8%,31%[activator],-1%,-14%,-0.5
Cc1nc(-c2ccc(S(=O)(=O)Oc3ccc(Cl)cc3Cl)s2)cs1,-2%,14,u,-13%,6%,11%,3%,13%,-0.3

# The list itself, from the first entry:
SMILES,PLK1 PBD block,PI5P4Ka inh,GLP-1R inv ag,PTHR1 agonist,GLP1R cytotox,EPAC1 antag,GLP-1R agonist,EPAC1 ag,IL-2 act
COC(=O)N/C(C)=C1/NC(=O)c2ccccc2C(c2ccccc2)N1 (stereo not given),-12%,-8,14%,i,46%[activator],-7%,10%,2%,0.0
CCOC(=O)C1(C)CCN1C(=O)c1ccccc1Br (stereo not given),-8%,-3,-2%,-28%,-8%,31%[activator],-1%,-14%,-0.5
Cc1nc(-c2ccc(S(=O)(=O)Oc3ccc(Cl)cc3Cl)s2)cs1,-2%,14,u,-13%,6%,11%,3%,13%,-0.3
CCN(CC)S(=O)(=O)c1ccc(N2CCOCC2)c(NC(=O)COc2ccccc2C)c1,-7%,2,u,-20%,3%,11%,8%,4%,-0.7
Cc1ccc(S(=O)(=O)N2CC[C@@H]2C(=O)O)cc1,-1%,-27,5%,i,26%,15%,2%,3%,0.7
Cc1ccccc1NC(=O)CSCc1cc(=O)n2ccsc2n1,-12%,2,7%,-6%,-5%,8%,5%,9%,-1.5
Cc1cccc(NC(=O)CSCC(=O)Nc2cc(C(F)(F)F)ccc2N2CCOCC2)c1,-4%,8,u,i,-14%,-20%,-1%,-6%,-0.7
O=C(CCSc1ccc(Cl)cc1)NN=C1CCCCCC1,-3%,1,-2%,i,-5%,-5%,12%,6%,2.9
CCCCCCC1CCC(c2nc(-c3ccncc3)no2)CC1 (stereo not given),1%,6,8%,-22%,6%,3%,-10%,-7%,-0.1
Cc1c(C(=O)c2no[n+]([O-])c2C(=O)c2cnn(C)c2C)cnn1C,u,-2,u,i,u,8%,-21%,0%,-0.9

# Rewritten with two lines to a compound: entries from further up.
# Order of values: PLK1 PBD block	PI5P4Ka inh	GLP-1R inv ag	PTHR1 agonist	GLP1R cytotox	EPAC1 antag	GLP-1R agonist	EPAC1 ag	IL-2 act
Cc1ccc(S(=O)(=O)N2CC[C@@H]2C(=O)O)cc1
→ -1%	-27	5%	i	26%	15%	2%	3%	0.7
Cc1ccccc1NC(=O)CSCc1cc(=O)n2ccsc2n1
→ -12%	2	7%	-6%	-5%	8%	5%	9%	-1.5
Cc1cccc(NC(=O)CSCC(=O)Nc2cc(C(F)(F)F)ccc2N2CCOCC2)c1
→ -4%	8	u	i	-14%	-20%	-1%	-6%	-0.7
O=C(CCSc1ccc(Cl)cc1)NN=C1CCCCCC1
→ -3%	1	-2%	i	-5%	-5%	12%	6%	2.9
CCCCCCC1CCC(c2nc(-c3ccncc3)no2)CC1 (stereo not given)
→ 1%	6	8%	-22%	6%	3%	-10%	-7%	-0.1

# Next section.
SMILES,PLK1 PBD block,PI5P4Ka inh,GLP-1R inv ag,PTHR1 agonist,GLP1R cytotox,EPAC1 antag,GLP-1R agonist,EPAC1 ag,IL-2 act
COc1ccc(S(=O)(=O)N2CCN(C(=O)C3CCCO3)CC2)cc1 (stereo not given),-6%,6,9%,i,-5%,18%,-5%,0%,-3.1
Cc1ccc(C)c(OCCC(=O)N2CCN(S(=O)(=O)c3cc(C)ccc3C)CC2)c1,-2%,4,11µM*,-26%,-10%,-4%,11%,-8%,0.4
COC(=O)C[C@@H]1CC[C@H](NC(=O)c2ccc3c(c2)OCO3)[C@@H](CO)O1,-1%,-1,3%,i,8%,-8%,x,5%,0.0
O=C(C1CCCN(S(=O)(=O)c2ccc(Cl)cc2)C1)N1CCCC1 (stereo not given),-1%,2,-32%,i,-6%,-3%,5%,7%,1.5
COc1ccc(C2NC(=O)NC(C)=C2C(C)=O)cc1 (stereo not given),4%,u,10%,0%[57.5 µM],-3%,11%,-17%,-5%,0.4
O=C1[C@H](Cc2ccccc2)NCC=CC[C@H](c2ccco2)N1Cc1ccccc1,-16%,6,u,20%,0%,-11%,1%,-17%,-0.7
CCOC(=O)c1c(C)c(-c2ccccc2)n(CC(=O)NCCC(C)C)c1C,1%,10,2%,i,10%,26%,-6%,-3%,-3.4
Cc1cccc(NCc2ccccc2O)n1,-29%,2,-8%,-4%,74%[activator],0%,2%,-4%,-0.6
CN(C)CCn1c(=S)[nH]c2ccc(Cl)cc2c1=O,-6%,2,8%,i,3%,9%,0%,3%,-1.6
O=C(NCCCN1CCCCC1)c1ccc2c(c1)ncn2C1CCCC1,-12%,3,15%,-9%,-1%,-22%,1%,-2%,-2.7
CC(=O)NC(Cc1c[nH]c2ccccc12)C(=O)N/N=C/c1ccccc1 (stereo not given),-5%,2,10%,-44%[inhibitor],7%,-19%,-3%,-6%,0.1
CC12CCC(C(=O)NNC(=O)c3ccc(Br)cc3)(OC1=O)C2(C)C (stereo not given),-15%,-5,7%,-1%,1%,16%,5%,7%,1.0
COc1cc(/C=N/OCC(=O)Nc2cc(C)on2)ccc1OCc1ccccc1,1%,2,-16%,i,-2%,-1%,12%,-4%,1.3
CN(C)/C=C(/C(=O)c1ccc(Cl)cc1)n1cncn1,0%,-4,0%,i,-16%,1%,5%,-3%,0.5
Cc1ccc(C(=O)NC(C)c2ccc(F)cc2)cc1 (stereo not given),2%,2,2%,i,-14%,-5%,2%,-2%,-4.7
C=CCNc1nc2c(c(=O)[nH]c(=O)n2C)n1Cc1cccc(C)c1,6%,4,9%,i,0%,2%,-1%,-7%,-3.6
CC(=O)NCc1nc2ccccc2n1C(C)C,3%,4,2%,i,-2%,24%,0%,-3%,-3.4
CCn1c(SCC(=O)c2ccccc2)nnc1-c1cccnc1,-13%,-3,5%,i,10%,-21%,-1%,10%,-2.1
CC(Sc1nc2ncc(Cl)cc2[nH]1)C(=O)NC1(C#N)CCCCC1 (stereo not given),-15%,3,-25%,i,-9%,-22%,-2%,-9%,0.8
COc1ccc(-c2nc(N)nc(C)c2-c2ccc(Cl)cc2)c(O)c1,0%,-16,u,i,-1%,-4%,-2%,-1%,-3.9
COc1cccc(CN2CCN(C(c3ccccc3)c3ccccc3)CC2)c1O,6%,2,u,i,-18%,-2%,5%,-5%,-4.1
CC(C)CN(C(=O)c1ccc(=O)n(C)n1)c1c(N)n(Cc2ccccc2)c(=O)[nH]c1=O,-3%,-2,0%,i,-6%,-1%,-7%,8%,-2.2
CC(C(=O)O)c1cccc(Oc2ccccc2)c1 (stereo not given),-21%,-5,-5%,-12%,1%,-4%,-4%,-29%,0.4
COc1ccc(C(=O)NCCN2CCCC2)cc1,-10%,-1,-1%,i,11%,2%,-10%,8%,-0.3
CC(OC(=O)c1cc(-c2cccnc2)nc2ccccc12)C(=O)Nc1ccc2ccccc2c1 (stereo not given),-12%,4,u,-13%,u,5%,7%,1%,4.5
CC(C)(C)CN1CCN(Cc2cc3ccccc3[nH]2)CC1CCO (stereo not given),-11%,0,u,-20%,-4%,-4%,0%,-14%,0.1
COc1ccc(C(=O)NCc2nnc(SCC(=O)NCc3ccco3)o2)cc1OC,-6%,-2,18%,-17%,-18%,-11%,15%,-6%,0.2
Cc1cccc(N(C)C(=O)c2cc3cc4ccc(C)cc4nc3o2)c1,0%,1,11%,-23%,-14%,6%,-4%,13%,-0.4
Cc1ccc(OCCNC(=O)CCNS(=O)(=O)c2ccc3ccccc3c2)cc1,-9%,1,u,i,-5%,-23%,3%,-15%,0.2
c1ccc(-c2ccc(CN3CCN(c4ncccn4)CC3)cc2)cc1,-4%,0,u,-15%[57.5 µM],8%,-2%,18%,u,0.0
Cc1nnc(NC(=O)CSc2ccc3nnc(-c4ccccn4)n3n2)s1,-2%,3,19%,i,-5%,-20%,-4%,0%,-3.1
c1ccc(Cn2nnc3c(N4CCN(Cc5ccc6c(c5)OCO6)CC4)ncnc32)cc1,2%,x,u,5%[57.5 µM],7%,-13%,5%,12%,-0.4
CN(c1ccc(OCC(=O)N2CCOCC2)cc1)S(=O)(=O)c1ccc(Cl)cc1,-10%,-4,-23%,i,-12%,-11%,7%,3%,-0.5
CCC(C)(C)NC(=O)c1cc([N+](=O)[O-])ccc1N1CCCCC1,-9%,2,u,-10%,-26%,4%,-1%,-1%,1.6
O=C(NCc1ccncc1)C(=O)Nc1ccc2c(c1)OCO2,-8%,0,15%,-7%,-11%,-1%,1%,-11%,-0.6

# This is a subset, so the mix of outcomes need not match the whole.
